XiGFP reactiv = reactivates the inactive X chromosome in mouse fibroblasts. XiGFP mouse fibroblasts, % GFP-positive cells imaging, 3 d; cells co-treated with 5-aza-dC sensitizer; scaled so ellipticine positive control = 100%. hit rate 0.055% among 360,000. activation, % at 7.58 µM;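 active = mean normalized replicate activation at least 10% and every replicate at or above 10%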;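 note: 0% = median of on-plate neutral control wells and 100% = ellipticine 6 µM median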
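Material: XiGFP fibroblasts, SV40-immortalized; Buffer or medium: DMEM containing 5-aza-dC; Compound dosing: single point; Times: 3 days compound exposure.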
S100A4 inh HTS = blocks human S100A4 binding to myosin IIA peptide. inhibition, % at 10.7 µM. hit rate 0.14% among 360,000. S100A4/TAMRA-MyoIIA peptide fluorescence polarization. P26447;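 active = mean inhibition of at least 70% across replicates, with every replicate also reaching that level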
Target sequence (P26447 whole entry, looked up): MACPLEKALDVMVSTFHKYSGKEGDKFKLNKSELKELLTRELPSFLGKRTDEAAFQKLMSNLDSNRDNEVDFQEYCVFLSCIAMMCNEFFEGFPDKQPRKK
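incubation = readout 5 min after mixing, signal stable up to 60 min | system = S100A4 monomer protein | buffer or medium = HEPES pH 7.2 with CaCl2, KCl, NaCl, DTT, Triton | benchmarks = neutral control DMSO, positive control TFP | also added = fluorescent myosin IIA peptide, 5 nM | compound dosing = one concentration per compound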
esBAF inh = inhibitors of esBAF chromatin remodeling in mouse ES cells; Bmi1-luciferase knock-in reporter, 24 h; 100% = twice the neutral-well signal; reporter increase, % at 12.5 µM; hit rate 2% among 350,000; in the data active = activation above about 40%;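 note: 0% = median of the plate's neutral control wells and 100% = double that signal; a rise in the Bmi1 reporter signal indicates esBAF inhibition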
EWS-Fli inh = blocks EWS/Fli oncoprotein-driven transcription; A673 NR0B1-luciferase reporter, viability-normalised; inhibition, % at 12.6 µM; AID 651661; hit rate 0.67% among 350,000;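 active = mean inhibition of at least 50% after viability correction, with every replicate also passing that limit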;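 note: firefly luciferase signal divided by Alamar Blue viability fluorescence both relative to DMSO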
FN deposit inh = fibronectin deposition inhibition; AH1F fibroblasts, Alexa488-fibronectin deposition fluorescence, overnight; inhibition, % at 12.6 µM; hit rate 0.086% among 350,000;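 active = mean inhibition across replicates of 30% or more, regardless of how many single replicates reach that level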;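 note: positive control wells lacked labelled fibronectin entirely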
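Schedule: 1 h cell adhesion before compound, then overnight fibronectin incubation; test system: AH1F fibroblast monolayer depositing Alexa488-labelled fibronectin into matrix; quantity: 10000 AH1F cells per well; probe or stimulus: fluorescent fibronectin at 24 nM final; signal: fluorescence, ex 485 nm, em 525 nm; evaluation: percent inhibition as loss of matrix-bound fibronectin fluorescence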
RAD52 anneal inh = inhibitors of human RAD52 DNA annealing; P43351; recombinant RAD52 DNA annealing, FRET fluorescence; inhibition, % at 18.7 µM; hit rate 0.46% among 360,000; AID 651710;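 active = every replicate showing at least 50% inhibition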
RAD54 branch = inhibitors of human RAD54 branch migration | inhibition, % at 10.4 µM | AID 602329 | RAD54 Holliday junction branch migration, FAM/BHQ fluorescence | Q92698 | hit rate 0.14% among 360,000;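 active = mean normalized replicate activity at least 40 and at least half of replicates scoring 40 or more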;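 note: 0% = median of neutral control wells and 100% = median of positive control wells; inhibitors cause a drop in the FAM fluorescence signal; in these data hits start at about 50%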
E-sel inducer = E-selectin induction on HUVECs | P16581 | HUVEC E-selectin immunofluorescence imaging; normalized: neutral wells 0, TNF-alpha wells 100 | hit rate 0.37% among 260,000 | activation, % at 7.58 µM;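 active = mean E-selectin-positive cell signal at least 10% of the positive control, reached in at least 60% of replicates, without over 20% cell loss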;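 note: in these data hits start at about 27%; measured in HUVEC primary endothelial cells; signal is the percent of cells scored E-selectin positive by PE staining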
Target sequence (P16581 whole entry, looked up): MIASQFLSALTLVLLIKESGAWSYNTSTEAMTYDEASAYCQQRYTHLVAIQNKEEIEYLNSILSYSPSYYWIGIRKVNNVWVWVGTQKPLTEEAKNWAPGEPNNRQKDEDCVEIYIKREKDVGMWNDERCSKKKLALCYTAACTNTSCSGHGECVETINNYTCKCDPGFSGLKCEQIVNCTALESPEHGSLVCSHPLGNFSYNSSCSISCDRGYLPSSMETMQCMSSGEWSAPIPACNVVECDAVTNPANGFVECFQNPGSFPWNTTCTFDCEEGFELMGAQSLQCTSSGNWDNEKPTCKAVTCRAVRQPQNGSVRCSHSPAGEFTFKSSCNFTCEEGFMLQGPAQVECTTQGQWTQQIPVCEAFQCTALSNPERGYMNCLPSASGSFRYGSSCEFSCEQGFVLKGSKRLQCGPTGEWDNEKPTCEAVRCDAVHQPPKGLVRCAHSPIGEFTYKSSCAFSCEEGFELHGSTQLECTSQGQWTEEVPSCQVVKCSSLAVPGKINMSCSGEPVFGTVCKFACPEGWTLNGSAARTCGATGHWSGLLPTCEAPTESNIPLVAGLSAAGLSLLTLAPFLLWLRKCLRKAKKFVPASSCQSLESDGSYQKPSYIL
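Assay system: HUVEC, human umbilical vein endothelial cells / Amount: 3,000 HUVEC/well / Controls: TNF-alpha positive control, DMSO neutral control / Compound dosing: single concentration / Medium: EGM-2 over gelatin coat / Evaluation: percent E-selectin-positive cells / Signal: immunofluorescence imaging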
* = called active by the depositor; · = no result given.

Every second line gives: XiGFP reactiv | S100A4 inh HTS | esBAF inh | EWS-Fli inh | FN deposit inh | RAD52 anneal inh | RAD54 branch | E-sel inducer
CCN1C(=O)/C(=C/N2CCc3ccccc3C2)SC1=S
→ 0.0 | -5 | · | -101 | -8 | -26 | 6 | 0.0
COc1ccc(-c2nc(CN3CCC(C(=O)N4CCOCC4)CC3)c(C)o2)cc1C
→ 0.0 | -8 | 1 | · | 7 | -9 | -12 | 0.9
CC(C)NC(=O)N(C)C[C@H]1Oc2c(NC(=O)c3cnccn3)cccc2C(=O)N([C@H](C)CO)C[C@@H]1C
→ 1.7 | 12 | -2 | · | · | -13 | -7 | 4.7
COc1cc(OC)c(S(=O)(=O)Nc2ccccc2C(=O)O)cc1S(=O)(=O)Nc1ccccc1C(=O)O
→ 0.2 | -3 | 6 | 5 | 0 | -14 | 0 | 0.0
Cc1ccccc1NC(=O)c1cccc(S(=O)(=O)Nc2cccc(C(=O)O)c2)c1
→ 0.0 | -1 | -6 | 7 | 3 | -15 | -10 | -0.2
C[C@H](CO)N1C[C@H](C)[C@H](CN(C)C)OCCCC[C@H](C)Oc2ccc(NS(=O)(=O)c3cn(C)cn3)cc2C1=O
→ 0.6 | 7 | · | · | -3 | -15 | 7 | -0.1
CCOC(=O)c1csc(NC(=O)c2ccc(OC)c(OC)c2)n1
→ · | -1 | 19 | -10 | · | -1 | 1 | ·
Cn1ccc2c(N3CCCC3)cc3c(c21)C1CCC3O1 (stereo unspecified)
→ 0.1 | 8 | 1 | -42 | -8 | 4 | -1 | 0.5
O=c1c(/C=N/O)coc2ccc(Cl)cc12
→ 0.0 | 2 | · | -13 | -6 | -30 | 3 | ·
CC1(Br)C(Sc2ccccc2[N+](=O)[O-])=Nc2ccccc21 (stereo unspecified)
→ 0.0 | -3 | · | -25 | 3 | -11 | · | -0.1
CCCN(C)C[C@@H]1OCCCC[C@@H](C)Oc2ccc(NS(=O)(=O)c3ccccc3)cc2C(=O)N([C@H](C)CO)C[C@@H]1C
→ 0.3 | -10 | 0 | 8 | -4 | 7 | 11 | -0.1
COc1cccc(NC(=O)Cn2c(CCC(=O)O)ccc2-c2ccccc2)c1
→ 0.1 | -4 | · | 2 | -3 | -15 | · | ·
CC(=O)Nc1ccc(S(=O)(=O)N(C)CC(=O)OCC(=O)N2CCN(C(=O)c3ccco3)CC2)cc1
→ 0.3 | -5 | 1 | -2 | 0 | -16 | -1 | 0.1
COc1ccc(-c2[nH]ncc2CN(C)Cc2cc(C)[nH]n2)c(F)c1
→ 0.0 | 0 | -5 | 7 | -9 | -5 | -11 | ·
C[C@@H]1CN([C@@H](C)CO)C(=O)Cc2cc(NS(=O)(=O)c3cn(C)cn3)ccc2O[C@@H]1CN(C)C
→ -0.2 | 2 | -5 | -4 | · | -14 | -17 | 0.1

(more compounds)
Every second line gives: XiGFP reactiv | S100A4 inh HTS | esBAF inh | EWS-Fli inh | FN deposit inh | RAD52 anneal inh | RAD54 branch | E-sel inducer
CCCNC(=O)N1C[C@@H](C)[C@H](OC)CN(C)C(=O)c2ccc(NC(C)=O)cc2OC[C@@H]1C
→ 1.1 | 6 | · | · | 8 | 3 | · | -0.1
Brc1ccc(CNCCCSc2ncccn2)cc1
→ 0.0 | 1 | -7 | 0 | -1 | -4 | 3 | 0.7
COc1ccc(C(=O)Nc2ccc(C(=O)N3CCCCC3)cc2)cc1OC
→ 0.1 | -14 | -4 | -35 | 1 | -8 | 6 | 0.3
CC(C)(C)OC(=O)[C@H](Cc1ccccc1)NC(=O)c1nc[nH]c1C(=O)NCc1ccccc1
→ 0.0 | 2 | -1 | 10 | -30 | -4 | 7 | 0.0
CCOC(=O)c1nn(-c2cccc(C)c2)cc1C(=O)c1ccccc1
→ · | · | 26 | · | 0 | · | 3 | -1.6
CCc1nc2ccc(C(=O)NCC3CCCCC3)cn2c1N(C)Cc1nccs1
→ -0.1 | -2 | 4 | 10 | 8 | -11 | 2 | ·
C[C@@H]1CN([C@H](C)CO)C(=O)c2cccc(NC(=O)c3cnccn3)c2O[C@@H]1CN(C)C(=O)Nc1ccc(C(F)(F)F)cc1
→ -0.7 | 0 | 4 | 0 | -3 | -48 | 7 | ·
CC(O)[C@H]1CNC(=S)N1CCc1cccc(F)c1 (stereo partly specified)
→ 0.0 | 1 | 3 | -6 | -1 | 4 | 0 | 0.1
Cc1cc2nc(-c3nnnn3Cc3ccccc3)c(=O)[nH]c2cc1C
→ 0.2 | 31 | · | 7 | 0 | -11 | · | 0.5
CC(C)(C)C(=O)NCC12C=CC(O1)C1C(=O)N(c3ccccc3)C(=O)C12 (stereo unspecified)
→ · | 4 | -5 | 7 | · | -4 | -6 | ·
COc1ccc(-c2nnc(SCC(=O)NCCc3ccc(S(N)(=O)=O)cc3)o2)cc1OC
→ 0.0 | 0 | -2 | -2 | 10 | -7 | -10 | 0.1
CO[C@H]1CN(C)C(=O)c2ccc(NC(=O)C3CC3)cc2OC[C@H](C)N(C(=O)C2CCOCC2)C[C@H]1C
→ 0.3 | 6 | -3 | -4 | -1 | -9 | -17 | -0.1
COc1ccc(CNC(=O)c2nc(S(=O)(=O)Cc3ccccc3)ncc2Cl)cc1
→ 0.6 | -2 | 10 | · | 29 | -5 | 3 | 0.3
CCCc1[nH]n(-c2nc3ccccc3s2)c(=O)c1C=NCCCN(CC)CC
→ 0.2 | -6 | · | -34 | -5 | -12 | · | ·
CCNC(=O)C[C@H]1CC[C@H]2[C@@H](COc3ccc(NC(=O)C4CCOCC4)cc3C(=O)N2C)O1
→ 0.1 | -3 | -2 | 3 | -2 | 7 | -5 | 0.0

The list goes on.
Every second line gives: XiGFP reactiv | S100A4 inh HTS | esBAF inh | EWS-Fli inh | FN deposit inh | RAD52 anneal inh | RAD54 branch | E-sel inducer
Cc1ccc(S(=O)(=O)N2[C@@H](c3ccc(C(C)(C)C)cc3)C(C(=O)O)=CC[C@H]2c2cccc(Cl)c2)cc1
→ 0.1 | -7 | 7 | -19 | -1 | -6 | 12 | -0.7
CCN1CCN(c2ccc(S(=O)(=O)N3CCCCC3)cc2NC(=O)c2ccc([N+](=O)[O-])s2)CC1
→ 0.7 | -1 | 1 | 45 | -3 | 15 | 5 | 0.2
CO[C@H]1CN(C)C(=O)c2ccc(NC(=O)C3CC3)cc2OC[C@@H](C)N(CCc2ccccc2)C[C@H]1C
→ -0.2 | 8 | 1 | -4 | -1 | 12 | 0 | 0.5
C/C=C/c1cnc2c(c1)C(=O)N([C@H](C)CO)C[C@@H](C)[C@@H](CN(C)CC1CCOCC1)O2
→ 0.1 | 14 | -2 | -3 | -12 | -2 | 0 | -0.3
CC=Cc1ccc2n(c1=O)C[C@@H]1[C@@H](CO)[C@H](C(=O)OC)N(C(C)=O)[C@H]21 (mixture of isomers)
→ 0.0 | -6 | -2 | 13 | · | -8 | -2 | -0.1
CC[C@]12c3[nH]c4cc(-c5ccco5)ccc4c3CCN1C(=O)[C@@H](CC(=O)NCCN1CCOCC1)C[C@@H]2C(=O)N1CCN(C(=O)c2ccco2)CC1
→ 0.1 | -4 | 4 | -3 | -2 | -3 | 6 | -0.2
O=C(COC(=O)COc1ccccc1)NC1CCCC1
→ 0.1 | -4 | -6 | 9 | 0 | -2 | -6 | ·
Cc1ccc(-c2ccc3c(c2)O[C@H](CN(C)C(=O)C2CC2)[C@@H](C)CN([C@@H](C)CO)S3(=O)=O)cc1
→ 0.0 | 39 | -5 | 14 | -2 | 12 | -4 | 0.0
Cc1ccc(S(=O)(=O)Nc2ccc3c(c2)CC(=O)N([C@@H](C)CO)C[C@@H](C)[C@@H](CN(C)S(C)(=O)=O)O3)cc1
→ 0.0 | 0 | 2 | -1 | 0 | 10 | -8 | -0.3
N#Cc1c(C(F)(F)F)cc(-c2cccs2)nc1SCC(=O)O
→ 0.1 | -2 | -7 | 7 | -12 | -24 | -19 | -1.8
COc1cccc(-c2cnc(C(O)c3cccc(C)c3C)[nH]2)c1 (stereo unspecified)
→ 0.1 | -5 | 13 | -12 | -1 | -9 | 13 | 0.0
COc1ccc(NC(=O)c2ccccc2)cc1
→ 0.0 | 2 | 21 | -70 | 6 | -1 | -1 | -0.2
Cn1[nH]c(-c2ccccc2)c(/C=N/O)c1=O
→ 0.1 | 3 | · | -10 | -1 | -4 | · | ·
CCN(CC)CCn1c(=S)[nH]c2cc(C(=O)NCc3ccccc3)ccc2c1=O
→ 0.0 | -1 | -10 | 4 | 9 | -11 | 3 | 0.0
CC(=O)c1ccc(N2CCN(C(=O)/C=C/c3cccs3)CC2)cc1
→ 0.0 | 0 | · | 0 | 3 | -4 | · | ·

Other entries.
Every second line gives: XiGFP reactiv | S100A4 inh HTS | esBAF inh | EWS-Fli inh | FN deposit inh | RAD52 anneal inh | RAD54 branch | E-sel inducer
C[C@H]1CN(C2CCCCC2)C(=O)[C@@H]1CC(=O)Nc1ccc(Br)cc1
→ 0.0 | -3 | 0 | -4 | -3 | -2 | -9 | -0.7
O=C(c1ccc(F)cc1)c1cc2ccc(O)cc2oc1=O
→ 0.0 | -1 | 11 | -2 | -7 | -16 | 2 | ·
Cc1ccc(S(=O)(=O)Nc2ccc3c(c2)C(=O)N([C@H](C)CO)C[C@H](C)[C@H](CN(C)Cc2ccc(Cl)c(Cl)c2)O3)cc1
→ 0.2 | -4 | 0 | 11 | · | -18 | 1 | 0.0
CCN(Cc1ccccc1)C(=O)CN1C(=O)NC2(CC(C)CC(C)(C)C2)C1=O (stereo unspecified)
→ 0.0 | 2 | 18 | · | -3 | 4 | -9 | -0.7
C#CCOc1ccc(/C=C2\SC(=S)N(Cc3cccnc3)C2=O)cc1
→ 0.2 | · | · | · | 4 | · | -1 | -0.4
O=C(Nc1cccc(-c2cccc(F)c2)c1)C1CCN(Cc2ccc(CO)o2)CC1
→ 0.1 | -1 | -7 | 16 | 13 | -32 | -15 | ·
COc1ccc(C(=O)CSc2nc(C)cc(=O)[nH]2)cc1C
→ 0.1 | -11 | -3 | 4 | -5 | -14 | 2 | 0.8
O=C(c1ccc(CS(=O)Cc2ccccc2Cl)o1)N1CCN(c2ccccc2)CC1 (stereo unspecified)
→ 0.1 | -2 | 1 | 4 | 9 | -19 | -10 | -0.1
COCCN(C[C@@H]1N[C@@H](CO)[C@@H]1c1ccc(-c2cccc(F)c2)cc1)C(C)=O
→ 0.2 | -11 | -4 | -1 | 1 | -11 | 0 | 0.3
O=C(C1CC1)N1CC[C@@H]2[C@@H](CO)Nc3ccc(-c4cccc(F)c4)cc3[C@@H]21
→ 0.0 | · | -6 | 4 | 4 | 12 | -6 | 0.2
O=C1NCCN(Cc2ccoc2)C1CC(=O)N(Cc1ccccc1)CC1CCC1 (stereo unspecified)
→ -0.2 | 8 | 5 | 5 | -4 | -19 | -3 | 0.2

Laid out differently: three of the compounds above.
Structure	XiGFP reactiv	S100A4 inh HTS	esBAF inh	EWS-Fli inh	FN deposit inh	RAD52 anneal inh	RAD54 branch	E-sel inducer
O=C(Nc1cccc(-c2cccc(F)c2)c1)C1CCN(Cc2ccc(CO)o2)CC1	0.1	-1	-7	16	13	-32	-15	·
COc1ccc(C(=O)CSc2nc(C)cc(=O)[nH]2)cc1C	0.1	-11	-3	4	-5	-14	2	0.8
O=C(c1ccc(CS(=O)Cc2ccccc2Cl)o1)N1CCN(c2ccccc2)CC1 (stereo unspecified)	0.1	-2	1	4	9	-19	-10	-0.1

Outcome played no part in choosing rows, and some 3% of all compounds hit somewhere here.
